PAFAH2 inh – PAFAH2 (human) inhibition. recombinant PAFAH2, FP-rhodamine activity probe, fluorescence polarization. inhibition, % at 3.39 µM. 0.99% of 340,000 active;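 active = inhibition above the mean over all tested compounds plus 3 SD, cut at about 30% in these data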;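 note: inhibitors block probe labeling of enzyme so polarization drops; 0% = enzyme with DMSO and 100% = wells lacking PAFAH2 protein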
PAFAH1B3 inh – PAFAH1B3 (human) inhibition. Q15102. recombinant PAFAH1B3, FP-rhodamine probe, fluorescence polarization. inhibition, % at 3.39 µM. 0.28% of 340,000 active. AID 492972;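 active = inhibition above the screen-wide average of all tested compounds plus 3 SD, cut at about 25% in these data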;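 note: 0% = enzyme with DMSO only and 100% = wells lacking PAFAH1B3 protein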
Target sequence (Q15102 whole entry, looked up): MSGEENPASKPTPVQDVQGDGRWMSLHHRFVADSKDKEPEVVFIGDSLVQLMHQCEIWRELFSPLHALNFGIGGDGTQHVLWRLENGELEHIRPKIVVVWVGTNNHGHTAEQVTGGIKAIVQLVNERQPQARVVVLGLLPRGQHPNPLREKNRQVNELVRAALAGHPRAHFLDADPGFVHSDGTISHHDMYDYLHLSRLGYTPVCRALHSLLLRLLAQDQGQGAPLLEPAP
PAFAH1B2 inh – PAFAH1B2 (human) inhibition. recombinant PAFAH1B2, FP-rhodamine activity probe, fluorescence polarization. inhibition, % at 3.39 µM. 1.2% of 340,000 active;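 active = inhibition above the mean of all tested compounds plus 3 SD, cut at about 24% in these data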;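 note: 0% = enzyme with DMSO and 100% = wells lacking PAFAH1B2; many of its hits are not listed in these tables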
Target sequence (P68402 whole entry, looked up): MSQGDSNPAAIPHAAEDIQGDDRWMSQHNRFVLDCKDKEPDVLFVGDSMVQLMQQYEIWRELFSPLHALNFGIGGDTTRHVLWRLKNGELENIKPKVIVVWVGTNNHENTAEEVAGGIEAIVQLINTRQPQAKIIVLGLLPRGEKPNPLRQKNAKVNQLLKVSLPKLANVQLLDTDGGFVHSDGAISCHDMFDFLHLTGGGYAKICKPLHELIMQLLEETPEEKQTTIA
* hit, by the source's call.

SMILES	PAFAH2 inh	PAFAH1B3 inh	PAFAH1B2 inh
CCOc1ccc2[nH]c(=O)c(CN(Cc3cccs3)C(CC)c3nnnn3C(C)(C)CC)cc2c1 (stereo not drawn)	-1	3	0
Cc1ccccc1NC(=O)CN1C(=O)NC2(CCCCCCC2)C1=O	8	5	4
CC(=O)Oc1ccc(C2=Cc3ccc(OC(C)=O)cc3OC2C)cc1 (stereo not drawn)	-3	11	4
COc1cccc(C(=O)COc2ccc(NC(=O)c3ccccc3)cc2)c1	0	7	0
Cc1cccc(NC(=S)N2CCN(S(=O)(=O)c3ccccc3)CC2)c1	-4	7	6
CSc1ccc(S(=O)(=O)NCC(=O)OCC(=O)N(C)CC(=O)Nc2ccc(F)cc2)cc1[N+](=O)[O-]	4	6	6
CC(C)C(=O)Nc1ccc(NC(=O)c2cccc3c(Br)cccc23)cc1	-3	4	2
Cc1ccc(NC(=O)NC2CCCCCCC2)c(C)c1	-7	0	1
COC(=O)c1ccc(NCc2cc(O)ccc2O)cc1	7	7	0
CCCCCC1C(=O)CCC1CC(=O)OC (stereo not drawn)	2	10	5
COc1ccc(C2C3=C(CC(C)(C)CC3=O)Oc3ncn4nc(-c5ccccc5)nc4c32)cc1 (stereo not drawn)	-3	8	2
Cc1cccc(C)c1NC(=O)CN1CCN(C(=O)C2CCC2)CC1	1	1	-1
O=C(Nc1ccc(Cl)cc1)C1CCCC1	-5	9	3
CC(C)(C)S(=O)N1Cc2cc(CO)ccc2[C@@H]1CCO (stereo partly drawn)	-3	6	4
O=C(Cc1cccc(NC(=O)C2CCN(C(=O)C3CCCCC3)CC2)c1)Nc1cccc(C(=O)N2CCOCC2)c1	-1	12	8
N#Cc1ccc(Cl)cc1NC(=O)CNc1cccc(S(=O)(=O)N2CCCC2)c1	1	6	3
COc1cccc2c1C1COC3C4CC(C(=O)O)C(C(C2)N13)N4C (stereo not drawn)	4	8	3
COc1cc2c(cc1OC)C(c1cccc(Cl)c1)CC(=O)N2 (stereo not drawn)	0	12	6
CC(C)c1ccc(NC(=O)c2n[nH]c(=O)c3ccccc23)cc1	4	2	1
COc1ccc(CC2(c3ccccc3)NC(=O)NC2=O)cc1 (stereo not drawn)	-1	0	0
COC(=O)CC1=C(c2ccc([N+](=O)[O-])cc2)CCC1=O	2	2	6
CCc1ccc(C(C)NC(=S)NC2CCCCC2)cc1 (stereo not drawn)	9	9	20
O=C(Nc1ccc(C(=O)N2CCCCC2)cc1)C1CCCC1	-7	8	2
CC(=O)Nc1c(Cl)c(Cl)c2c(c1Cl)Cc1cc(Cl)ccc1-2	3	7	2
Cc1ccc(-n2nnnc2CCl)cc1	-5	10	10

(list continues)
SMILES	PAFAH2 inh	PAFAH1B3 inh	PAFAH1B2 inh
Cc1ccc(NC(=O)CN(CCc2ccccc2)S(C)(=O)=O)cc1	1	6	-6
CC(=O)N(CC(=O)N(CC(=O)O)c1ccc(Cl)cc1)c1ccc(Cl)cc1	5	7	6
CCN(c1cc(C)cc(C)c1)S(=O)(=O)c1nnc(NC(=O)C(C)C)s1	6	-2	2
O=S(=O)(Nc1ncccn1)c1ccc(F)cc1	8	2	-2
O=C(COC(=O)/C=C/c1ccccc1[N+](=O)[O-])NNC(=O)c1ccc(F)cc1	12	9	-3
CC(CNCCCn1ccc(NC(=O)OCc2ccccc2)nc1=O)c1ccccc1 (stereo not drawn)	7	1	6
O=C(NNS(=O)(=O)c1ccc(F)cc1)c1cc(Cl)ccc1O	8	9	26*
O=C(c1ccc(Cl)cc1)C1CCN(C(=O)c2ccccc2F)CC1	1	6	-2
COc1cc(C(=O)NC2CCN(C)CC2)ccc1Nc1ncc2c(n1)N(C1CCCC1)CCC(=O)N2C(C)C	-1	1	1
Cc1c(C(=O)N/N=C/c2ccncc2)nnn1-c1nonc1N	1	-4	8
CCN(CC)CCNC(=O)C(Cl)=C1C(Cl)=C(Cl)C(Cl)=C1Cl	3	4	-2
COc1ccc(CCC(=O)Nc2sc(C(=O)N(C)C)c(C)c2C#N)cc1	-3	6	4
COc1cc(C(=O)N2CCN(S(=O)(=O)c3ccc(Cl)cc3)CC2)ccc1OCC(=O)N1CCOCC1	3	6	4
COc1ccccc1-n1cnc2c(c1=O)c1nc3ccccc3nc1n2-c1ccc(C)c(C)c1	2	-6	-5
Cc1cccc(NC(=O)CSc2nnc(-c3ccco3)c(-c3ccco3)n2)c1	25	10	7
COc1ccc(CNC(=O)CN(CC2CCCO2)C(=O)CNS(=O)(=O)c2ccc(F)cc2)cc1 (stereo not drawn)	3	-1	4
O=C1[C@H](Cc2ccccc2)NCC=CC[C@H](c2ccc(Cl)cc2)N1Cc1ccc(Cl)cc1	-4	7	7
Brc1cccc(CN2CCCCCC2)c1	1	0	1
COc1cc2c(cc1NC(=S)NC(=O)/C=C/c1ccc(OC)c(OC)c1)oc1ccccc12	-13	-14	-3
CN(C)C(=O)c1ccc(NC(=O)CSc2nnc(-c3ccc4c(c3)OCO4)o2)cc1	2	-1	-3
CC1=NN(c2ccccc2C)C(=O)C1	-2	12	0
Cc1ccccc1S(=O)(=O)N1C[C@H]2CON(C)[C@H]2C[C@H]1c1cccc(Br)c1	1	0	11
COc1ccc(C(=O)COC(=O)C2CCN(c3ccc(C(F)(F)F)cn3)CC2)c(OC)c1	-5	5	-2
COc1ccc(-c2csc(=NCCO)n2-c2ccccc2)cc1	2	-5	-1
C#CCN1C=CC(=O)[C@@H](OC(=O)Nc2ccc(C)cc2)[C@H]1c1ccccc1Br	2	2	1

Ordered by count of non-hydrogen atoms (largest number first): some entries from above.
SMILES	PAFAH2 inh	PAFAH1B3 inh	PAFAH1B2 inh
CC(=O)Oc1ccc(C2=Cc3ccc(OC(C)=O)cc3OC2C)cc1 (stereo not drawn)	-3	11	4
Cc1ccc(NC(=O)CN(CCc2ccccc2)S(C)(=O)=O)cc1	1	6	-6
CCN(CC)CCNC(=O)C(Cl)=C1C(Cl)=C(Cl)C(Cl)=C1Cl	3	4	-2

As entered above.
PAFAH1B2 inh with Cc1ccccc1S(=O)(=O)N1C[C@H]2CON(C)[C@H]2C[C@H]1c1cccc(Br)c1 is entered as 11
PAFAH1B3 inh with CC(=O)N(CC(=O)N(CC(=O)O)c1ccc(Cl)cc1)c1ccc(Cl)cc1 is entered as 7
PAFAH2 inh with Cc1ccc(NC(=O)CN(CCc2ccccc2)S(C)(=O)=O)cc1 is entered as 1
PAFAH1B3 inh with CCN(CC)CCNC(=O)C(Cl)=C1C(Cl)=C(Cl)C(Cl)=C1Cl is entered as 4

Additional compounds.
SMILES	PAFAH2 inh	PAFAH1B3 inh	PAFAH1B2 inh
COc1ccccc1Nc1ccc2c(O)cc(S(=O)(=O)O)cc2c1	75*	75*	34*
N#Cc1ccccc1OCC(=O)OCC(=O)NC1CCCCC1	2	-3	3
CCN(Cc1ccccc1)C(=O)c1[nH]c2ccc(OC)cc2c1C	7	7	-1
Cc1ccc(NC(=O)c2cc(-c3ccccc3)n[nH]2)cc1	-3	-1	1
COc1ccc(C(=O)N2CC(=O)Nc3ccc(C)cc3C2c2ccccc2)cc1 (stereo not drawn)	3	8	5
O=C(O)CNC(=O)c1ccc(NC(=O)/C(=C/c2ccccc2)NC(=O)c2ccccc2Br)cc1	1	0	1
COc1cccc(NC(=O)CCC(=O)Nc2cc(OC)c(NC(=O)c3cccs3)cc2OC)c1	10	-3	2
COc1cccc(C=NNC(=O)c2ccncc2)c1O	2	7	7
CCOc1ccccc1Nc1nc2ccc(C)cc2n2cnnc12	5	5	6
O=[N+]([O-])c1cccc(S(=O)(=O)N/N=C\c2ccc3c(c2)OCO3)c1	2	6	1
Cc1ccc(S(=O)(=O)N(CC(=O)Nc2ccc(Cl)cc2)C(=O)N2CCN(C)CC2)cc1	4	3	0
O=C(/C=C/c1ccccc1)CCN1CCCCC1	4	5	1
CC1CCC(NC(=O)c2cccn2C)CC1 (stereo not drawn)	2	7	0
COc1ccccc1NC(=O)c1ccc(NC(=O)COC(=O)C2CCCO2)cc1 (stereo not drawn)	-1	-3	0
O=C(N/C(=C/c1ccco1)C(=O)N1CCOCC1)c1ccc([N+](=O)[O-])cc1	-6	9	-1
CCOCCCn1c(SCC(=O)Nc2oc(C)c3c(C)n[nH]c(=O)c23)nc2ccccc2c1=O	1	6	0
Cc1ccc(NC(=S)N2CCCC2)cc1Cl	-3	1	-1
Cc1cc(C)n(-c2ccc(C(=O)OC(C)C(=O)Nc3ccc(C(N)=O)cc3)cc2)n1 (stereo not drawn)	5	3	2
O=C(c1ccc(Cl)cc1)N1CCN(CCc2ccccn2)CC1	1	-1	3
N#Cc1ccc(CN2CCN(C(=O)CNC(=O)Cc3ccccc3)CC2)cc1	1	-4	3
Cc1n[nH]c2ccccc2c1=O	11	10	5
C=CCCC(=O)N1C[C@H]2CON(C)[C@H]2C[C@H]1c1cccc(Br)c1	6	4	4
CN1CCN(Cc2cccc3ncccc23)CC1CCO (stereo not drawn)	4	3	0
COc1cc2c(c(OC)c1OC)-c1ccc(SC)c(=O)cc1C(NC=O)CC2 (stereo not drawn)	23	2	3
CN(CCc1ccccc1)C(=O)c1ccc(NC(=O)Cc2cccc(NC(=O)C3CCN(C(=O)C4CCCC4)CC3)c2)cc1	-1	0	-1

Additional compounds.
SMILES	PAFAH2 inh	PAFAH1B3 inh	PAFAH1B2 inh
CCN(CC(=O)N1CCCC1)S(=O)(=O)c1ccc(F)cc1	-3	-2	-3
O=S(=O)(c1ccc(Br)cc1F)N1CCCCC1CCO (stereo not drawn)	12	3	11
Brc1ccc(CN2CCN(c3ccccc3)CC2)o1	1	11	2
CC(C)(C)OC(=O)C(C1NC(C(=O)O)C(C)(C)S1)N1C(=O)c2ccccc2C1=O (stereo not drawn)	-1	-1	3
O=c1[nH]cnc2c1ncn2-c1ccc(Cl)cc1	-1	9	4
CC(C)C(NC(=O)C1(NC(=O)OCc2ccccc2)CCCC1)C(=O)O (stereo not drawn)	-3	-3	0
CC(=O)Nc1ccc(S(=O)(=O)N2CCN(S(=O)(=O)c3cccs3)CC2)cc1	3	11	15
CC(=O)Nc1cc2c(cc1[N+](=O)[O-])-c1ccccc1C2O (stereo not drawn)	-2	15	6
CC(c1ccccc1)c1nnc(NC(=O)Nc2ccccc2F)s1 (stereo not drawn)	2	6	9
CC(C)(C)C(=O)Nc1ccc(C(=O)COC(=O)C2CC2)cc1	-3	6	2

One compound at a time (already shown). Order of values: PAFAH2 inh	PAFAH1B3 inh	PAFAH1B2 inh
CC(C)C(NC(=O)C1(NC(=O)OCc2ccccc2)CCCC1)C(=O)O (stereo not drawn) as listed: -3	-3	0
O=c1[nH]cnc2c1ncn2-c1ccc(Cl)cc1 as listed: -1	9	4
CC(C)(C)OC(=O)C(C1NC(C(=O)O)C(C)(C)S1)N1C(=O)c2ccccc2C1=O (stereo not drawn) as listed: -1	-1	3
O=S(=O)(c1ccc(Br)cc1F)N1CCCCC1CCO (stereo not drawn) as listed: 12	3	11

An excerpt from above in order of their number in PAFAH1B2 inh, high to low.
SMILES	PAFAH2 inh	PAFAH1B3 inh	PAFAH1B2 inh
O=S(=O)(c1ccc(Br)cc1F)N1CCCCC1CCO (stereo not drawn)	12	3	11
CC(c1ccccc1)c1nnc(NC(=O)Nc2ccccc2F)s1 (stereo not drawn)	2	6	9
CC(C)(C)OC(=O)C(C1NC(C(=O)O)C(C)(C)S1)N1C(=O)c2ccccc2C1=O (stereo not drawn)	-1	-1	3
Brc1ccc(CN2CCN(c3ccccc3)CC2)o1	1	11	2
CC(C)C(NC(=O)C1(NC(=O)OCc2ccccc2)CCCC1)C(=O)O (stereo not drawn)	-3	-3	0

High-throughput results from PubChem.

Some of the compounds tested; the hit share may differ from the screen's.
